RBX1-CUL1 inh: inhibitors of human ROC1-CUL1 ubiquitin ligase activity. hit rate 0.6% among 140,000. in vitro K48 di-Ub FRET, acceptor:donor ratio, 45 min. inhibition, % at 10 µM. AID 1347404, 2020; in the data active = inhibition above about 25%
Target sequence (P62877 whole entry, looked up): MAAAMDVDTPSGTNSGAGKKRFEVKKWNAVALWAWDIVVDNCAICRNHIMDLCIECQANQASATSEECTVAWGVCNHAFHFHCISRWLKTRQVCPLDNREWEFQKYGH
Target sequence (Q13616 whole entry, looked up): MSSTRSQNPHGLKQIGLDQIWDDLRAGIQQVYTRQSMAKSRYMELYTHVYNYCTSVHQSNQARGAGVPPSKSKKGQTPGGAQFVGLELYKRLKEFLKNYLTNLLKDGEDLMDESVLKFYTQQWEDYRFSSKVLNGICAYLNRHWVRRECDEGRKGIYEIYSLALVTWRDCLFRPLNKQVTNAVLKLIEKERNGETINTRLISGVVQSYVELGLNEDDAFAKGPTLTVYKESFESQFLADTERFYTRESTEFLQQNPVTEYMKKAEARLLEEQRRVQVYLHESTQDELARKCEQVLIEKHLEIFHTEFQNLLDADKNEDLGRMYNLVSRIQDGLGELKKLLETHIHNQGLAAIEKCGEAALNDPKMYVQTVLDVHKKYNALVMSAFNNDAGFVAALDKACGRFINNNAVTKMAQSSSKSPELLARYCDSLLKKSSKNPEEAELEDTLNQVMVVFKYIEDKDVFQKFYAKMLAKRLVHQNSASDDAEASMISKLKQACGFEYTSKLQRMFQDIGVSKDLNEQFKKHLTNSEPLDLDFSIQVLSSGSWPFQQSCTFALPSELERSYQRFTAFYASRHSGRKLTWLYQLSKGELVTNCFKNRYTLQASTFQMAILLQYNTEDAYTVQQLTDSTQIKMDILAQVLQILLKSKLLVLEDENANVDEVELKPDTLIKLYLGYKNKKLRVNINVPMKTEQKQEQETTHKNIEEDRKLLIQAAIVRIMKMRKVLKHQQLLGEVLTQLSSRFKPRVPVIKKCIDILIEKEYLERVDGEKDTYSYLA
* = called active by the depositor.

SMILES	RBX1-CUL1 inh
CCCC1=NN2C(=N)/C(=C/c3ccc(OCCOc4cccc(C)c4)c(OC)c3)C(=O)N=C2S1	7
Cc1cccc(NC(=O)C(=O)c2cc(C)n(-c3ccccc3)c2C)c1C	0
Cc1ccc(NC(=O)CN2CCN(C3CCCCC3)C(=O)C2=O)cc1C	-4
COc1ccc(NC(=O)CN2C(=O)COc3ccc(S(=O)(=O)N4CCCCCC4)cc32)cc1	6
CC(C)c1nn2c(=O)cc(COC(=O)c3cccc(NC(=O)CCc4ccccc4)c3)nc2s1	10
O=C(CSc1nc2c(c(=O)[nH]1)CN(Cc1ccc3c(c1)OCO3)CC2)Nc1ccccc1Cl	-3
CCc1ccccc1NC(=O)c1cnc2sc(N3CCOCC3)nn2c1=O	-6
CCc1cccc(NC(=O)Cn2nc(-c3ccc(OC)cc3)ccc2=O)c1	6
O=C1c2cccc3cc([N+](=O)[O-])cc(c23)C(=O)N1c1cccc(C(F)(F)F)c1	-2
O=C(Nc1nc2ccc(Cl)cc2s1)c1ccc(S(=O)(=O)N2CCCC2)cc1	-1
COc1cc(C2C(C(=O)c3ccc4c(c3)CC(C)O4)C(=O)C(=O)N2CCN2CCOCC2)cc(OC)c1OC (stereo not drawn)	3
CCCCC(Sc1nc(O)c(Cc2ccccc2)c(=O)[nH]1)C(=O)O (stereo not drawn)	-2
O=C(NCc1cccs1)c1cn(C2CCCCC2)cc(C(=O)NC2CC2)c1=O	-3
COc1cccc(CNC(=O)c2ccc(-c3nc(CS(=O)(=O)c4ccccc4)c(C)o3)cc2)c1	1
COc1ccc(-c2nnc(SCC(=O)Oc3cccc(C)c3C)o2)cc1	5
O=c1c2cc(-c3ccc([N+](=O)[O-])cc3)sc2nc2n1CCC2	-11
COC(=O)c1ccc2ccn(CC(=O)NC(C)C)c2c1	8
COCCNC(=O)Nc1ccc2nc(C)sc2c1	-5
Cc1nc(NC(=O)NCCN2CCCC(C(N)=O)C2)nn1C(C)C (stereo not drawn)	5
CC1(C)CC(=O)Nc2ccccc2S1	-8
Fc1ccccc1-c1noc2c1CN(Cc1ccsc1)CC2	20
N#Cc1ccccc1N1C(=O)C2C3C=CC(CC3)C2C1=O (stereo not drawn)	-1
Cc1cccc(C)c1NC(=O)C(C)N1C(=O)c2ccccc2C1=O (stereo not drawn)	0
Cc1ccc(CNCCN(C)C)o1	6
Nc1c(C(=O)Nc2ccc(S(N)(=O)=O)cc2)sc2nc3c(cc12)CCCCC3	3
COCC(=O)N1CCCC(CNC(=O)Cc2ccc(OC)cc2)C1 (stereo not drawn)	-6
Cc1cccc(C(=O)Nc2ccc(-c3nc4ncccc4o3)cc2C)c1	6
CCN(C(=O)Cn1cnc2onc(-c3ccc(F)cc3)c2c1=O)c1cc(C)ccc1C	1
CCOC1=CC(=O)N(Cc2ccccc2)C1	7
Oc1c(N=Nc2ccccc2)sc2nc(-c3ccccc3)c(-c3ccccc3)n12	1
COC(=O)[C@@H]1CCCN1C(=O)Cc1ccc(N2CCC(NCCSc3nccn3C)CC2)cc1	0
Cc1c(CNC2CCCN(c3ncccn3)C2)c(=O)n(-c2ccccc2)n1C (stereo not drawn)	-6
Cc1ccc(NC(=O)CN2C(=O)c3ccccc3Sc3ccc(C(=O)N4CCOCC4)cc32)cc1C	4
CC(C)c1cc(C(=O)N2CCC(Oc3cccc(C(=O)N4CCOCC4)c3)CC2)on1	0
COc1ccccc1NC(=O)COc1ccc(C2C3=C(CCCC3=O)OC(=N)C2C#N)cc1OC (stereo not drawn)	0
CCOc1ccc(-c2nn(CC(=O)NC3CCCC3)c3c2cnc2ccc(C)cc23)cc1	-2
O=c1c2oc3ccccc3c2n(Cc2cccc(Cl)c2)c(=O)n1Cc1ccco1	-11
Cc1cccc(N2CCC(=NC(N)=S)N2)c1	5
COC(=O)c1sccc1NC(=O)CCSCCC(=O)Nc1ccsc1C(=O)OC	5
COc1ccccc1OC(C)C(=O)Nc1ccc(-c2nc3ccccc3s2)cc1 (stereo not drawn)	-8
O=C(Cn1c(=O)n(-c2ccccc2)c(=O)c2c3c(sc21)CCC3)c1ccc(F)cc1	-1
O=c1cc(COc2ccccc2Cl)nc2scc(-c3ccccc3)n12	1
COc1cc(C2[C@H]3CC(C(C)(C)C)CC=C3C(C#N)C(=N)C2(C#N)C#N)ccc1OC(C)C (stereo partly drawn)	6
CCOC(=O)C(C)(C)Oc1ccc(Cl)c2c1sc1ccccc12	-2
Cc1ccc(/C=C/c2ccccc2)c2ccccc12	-9
CN1CCc2c(sc3c2C(=O)NC(c2ccc(O)c(I)c2)N3)C1 (stereo not drawn)	4
Cc1ccc(Cn2c(CNC(=O)Cc3cccc([N+](=O)[O-])c3)nc3cccnc32)cc1	-4
CCOc1ccc(NC(=O)Cn2cc(C(=O)c3ccc(OCC)cc3)c(=O)c3cc4c(cc32)OCCO4)cc1	-7
CCCCOc1ccc(-c2ccc(C(=O)NC(N3CCOCC3)C(Cl)(Cl)Cl)cc2)cc1 (stereo not drawn)	-1
Cc1cc(C)c(S(=O)(=O)n2cccn2)cc1C	-5
CCC(=O)NC(Nc1ncc(S(=O)(=O)c2ccc([N+](=O)[O-])cc2)s1)(C(=O)OC)C(F)(F)F (stereo not drawn)	1
COc1cc(C(=O)Nc2ccc3nc4n(c(=O)c3c2)CCCCC4)cc(OC)c1OC	-6
CN(C)CCSc1nc(-c2ccc(Br)cc2)cc(C(F)(F)F)c1C#N	1
CC12CN3CC(C)(CN(C1)C3C1CCCCC1)C2=O (stereo not drawn)	1
Cn1ccnc1CN1CCCC1c1ccc(C(=O)N2CCC(F)CC2)s1 (stereo not drawn)	2
CC(=O)c1ccc(N2CCN(C(=O)C3CCN(S(=O)(=O)c4cn(C)cn4)CC3)CC2)cc1	-4
O=C(Nc1cccc(Cl)c1)NC1CCS(=O)(=O)C1 (stereo not drawn)	4
O=C(CN1CCCCC1)Nc1ccc(C2CCCC2)cc1	1
COc1ccc(C(=O)NC2CC2)c(OC2CCN(Cc3cccs3)CC2)c1	8
Cc1ccc(-c2nc3ccccc3[nH]2)cc1NC(=O)COc1cccc(C)c1C	7

Later entries.
SMILES	RBX1-CUL1 inh
Cc1ccccc1Nc1c(-c2ccccc2)nc2cccc(C)n12	1
COc1ccccc1C(=O)NC(=O)Nc1ccc(-c2cc(C(F)(F)F)nn2-c2ccccc2)cc1	-17
CC1=Nc2cc(C(=O)NC3CCCC3)ccc2Sc2ccc(C)cc21	3
COc1ccc(-c2cn(-c3ccc(C)cc3)c(S(=O)(=O)CC(=O)Nc3ccccc3)n2)cc1	-8
CCOc1ccc(NC(=O)COc2ccc3c(=O)c(Oc4cc(C)c(Cl)c(C)c4)coc3c2)cc1	10
COc1ccc(S(=O)(=O)n2nc(-c3ccco3)nc2NCc2ccc(N(C)C)cc2)cc1	4
CCOC(=O)c1cccnc1CBr	-2
COc1cc(CC2(CCC(=O)NCCC3=CC[C@H]4C[C@@H]3C4(C)C)CCC(=O)N2)ccc1F (stereo partly drawn)	14
CC1=NN(c2nc(-c3ccc(F)cc3)cs2)C(=O)C1	-3
Cc1nn(-c2nc3ccccc3[nH]2)c2c1C(=O)CC(c1ccco1)C2 (stereo not drawn)	-8
CCOC(=O)c1c(-c2cccc(C)c2)csc1NC(=O)C(F)(F)F	5
CCCCSc1nc2sc3c(c2c(=O)n1CCc1ccccc1)CCC3	-6
C=C(c1ccccc1C)[n+]1ccccc1	6
CC(C)(C)C1=C(C#N)C(c2ccncc2)C(C#N)C(=N)O1 (stereo not drawn)	12
CC(=O)Nc1cccc(C(=O)O)n1	9
COc1ccc(C)cc1NC(=O)CSc1ccc(-c2ccccn2)nn1	5
O=C(c1ccoc1)N1CCC(C2CCN(Cc3cccnc3)CC2)C1 (stereo not drawn)	9
CC(C)(C)c1ccc(S(=O)(=O)N=C2SCCN2S(=O)(=O)c2ccc(C(C)(C)C)cc2)cc1	3
COc1ccccc1C(=O)NC1(C(F)(F)F)C(=O)N=C(C)C1C#N (stereo not drawn)	8
CCCCNC(=O)c1nn(-c2ccc(CC)cc2)nc1CO	4
Cc1ccc(NC(=O)C(=O)NCC(c2ccc3c(c2)OCO3)N2CCOCC2)cc1C (stereo not drawn)	-1
O=C(Nc1ccc(Sc2ccccn2)c(Cl)c1)c1cccs1	-5
CCOc1ccc(-n2c(C)cc(/C=C3/SC(=O)N(CCCOC)C3=O)c2C)cc1	-7
Cc1ccc(OCC(=O)N2CCN(c3ccccc3C)CC2)cc1	5
Cc1ccc(/C=C/C(=O)Nc2ccc(S(N)(=O)=O)cc2)o1	6
CCOC(=O)c1cnc(N2CCc3ccccc3C2)nc1C	10
CCn1cc(CCC(=O)NCc2ccc(F)cc2)c2ccccc21	-12
O=C1CC(N2CCN(c3ccccc3F)CC2)C(=O)N1c1ccc(N2C(=O)CC(N3CCN(c4ccccc4F)CC3)C2=O)cc1 (stereo not drawn)	-3
COc1cccc(NC(=O)Cn2c(=O)n(CC(=O)NCc3ccc(C)cc3)c(=O)c3sccc32)c1	-1
CCCCCCCCCOc1ccc(C#CC(=O)O)cc1	99*
CCc1ccccc1NC(=O)Cn1cnc2ccccc2c1=O	5
CCCCCC(=O)NC(=S)Nc1cccc(-c2nc3ccccc3s2)c1C	1
CSc1cccc(-c2nnc(NC(=O)c3ccc4c(c3)OCCO4)o2)c1	-3
COc1ccc(-c2cnc(NCc3ccc(C)cc3)n2C)cc1	-1
C#CCOc1c(I)cc(/C=N/NC(=O)Cn2nnc(-c3ccccc3)n2)cc1OC	0
COC(=O)C1=CN(Cc2ccc(OC)cc2)C=C(C(=O)OC)C1c1ccc(OC(F)(F)F)cc1	-5
Cc1nc(N2CCOCC2)c2c(C(=O)N3CCN(c4cc(Cl)ccc4C)CC3)c(C)oc2n1	1
O=C(NCC1CCCCC1)c1cn(C2CC2)cc(C(=O)N2CCN(C3CCCC3)CC2)c1=O	-4
CC(=O)N1CCc2cc(S(=O)(=O)NC(CC(C)C)C(=O)NCc3ccccc3Cl)ccc21 (stereo not drawn)	-1
COC(=O)c1ccccc1NC(=O)CN(Cc1ccc(Cl)cc1Cl)S(=O)(=O)c1ccc(Cl)cc1	0
CC(=O)c1cccc(NC(=O)Cc2ccc(NC(=O)N3CCCCc4ccccc43)cc2)c1	0
COCC(=O)Nc1cccc(C(=O)Nc2cc(C)ccn2)c1	1
Cn1ncc(N2CCC(CNC(=O)c3cccc4c3OCC4)C2)cc1=O (stereo not drawn)	-11
CCOC(=O)COc1c(Br)cc(/C=C2\N=C(c3ccco3)OC2=O)cc1OCC	-10
Cc1ccc(NC(=O)c2sc(-n3nc(C)c(Cc4ccc(Cl)cc4)c3C)nc2C)cc1	7
COc1ccccc1NC(=O)c1ccccc1NC(=O)c1cc(OC)c(OC)c(OC)c1	2
CC(=O)Nc1c(Br)cc(C2CCCCC2C)cc1Br (stereo not drawn)	-2
COc1ccccc1NS(=O)(=O)Cc1ccc(F)cc1	-7
O=C1N=C(c2ccccc2)N(c2ccccc2)C(=O)C1Sc1ccccc1 (stereo not drawn)	-6
CCCCCn1c(=N)c(S(=O)(=O)c2ccccc2)cc2c(=O)n3cccc(C)c3nc21	2
Cc1nn(C(=O)COc2ccccc2C(C)C)c(C)c1C	0
COc1ccc(CCNS(=O)(=O)c2cnc(Cl)c(Br)c2)cc1OC	2
CCCOC(=O)c1c(NC(=O)CCC(=O)O)sc2c1CCCCCCCCCC2	7
CCOC(=O)c1c(C)oc2c(C/C(=N/O)c3ccccc3)c(Cl)c(O)c(O)c12	0
CCc1nnc(NC(=O)NC[C@H]2C[C@H]3C=C[C@H]2C32CC2)s1	-1
Cc1cccc(OCC(=O)Nc2nnc(C(c3ccccc3)c3ccccc3)s2)c1	-4
CC1=C(C)SC(=C2C(=O)OC(C)(C)OC2=O)S1	7
CN(C(=O)c1ccn(C)n1)C(Cc1ccccc1)C1CCN(C(=O)Cc2ccccc2F)CC1 (stereo not drawn)	-2
CCOC(=O)C1=C(c2ccccc2)N=c2s/c(=C\c3cc(Br)c(O)c(OC)c3)c(=O)n2C1c1ccc(F)cc1 (stereo not drawn)	-11
CCOC(=O)NC(=O)c1cn(CCCOC(C)=O)c(=O)[nH]c1=O	-8
Cc1ccc2c(c1)C(C)(C)C1(/C=C/c3ccc(N(C)C)cc3)NC(=O)CCN21 (stereo not drawn)	-13
O=C(CSc1nc(-c2ccco2)cc(C(F)(F)F)n1)Nc1ccc(C(F)(F)F)cc1	3

Screening data from PubChem.

This is a subset (hit frequency here may not be typical).
